Screening results (PubChem)
ARFGAP1 inhibitor: inhibitors of rat ARFGAP1; Arfgap1-stimulated ARF1 GTP hydrolysis, GDP FP detection; Q62848; inhibition, % at 16.5 µM; hit rate 0.26% among 360,000;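 active = inhibition above a per-plate limit, mean inhibition of low control wells plus 3 SD, cut at about 25% in these data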;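 note: 0% = DMSO wells with enzyme and 100% = wells lacking Arfgap1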
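Replicates: Single well per compound | Assay system: Truncated rat Arfgap1 GAP domain | Control set: No-Arfgap1 wells (100%) versus DMSO full-reaction wells (0%) | Times: Enzyme reaction 120 min at 25 °C after 20 min preincubation | Reagent: Human ARF1(Δ1-17)-GTP substrate | Measured by: Tracer-displacement fluorescence polarization with EDTA stop, 620/688 nm | Measure: Percent inhibition of Arfgap1-stimulated GTP hydrolysis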
SMARCA2 activ: activators of SMARCA2 function | MG213 cells, MMTV-luciferase reporter, dexamethasone, overnight | activation, % at 9.1 µM | hit rate 1% among 370,000 | AID 652017; in the data active = activation above about 7.8%;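 note: 0% = vehicle wells and 100% = reference activator wells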
HTRA1 inh: inhibitors of human serine peptidase HTRA1 | hit rate 0.5% among 340,000 | inhibition, % at 5.96 µM | AID 504803 | Q92743 | recombinant HTRA1, FP-rhodamine activity-based probe, fluorescence polarization; in the data active = inhibition above about 36%;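 note: 0% = enzyme with DMSO and 100% = wells lacking enzyme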
PG9 binder: small molecules binding HIV-1 gp120 antibody PG9; TR-FRET gp120-PG9 antibody binding; inhibition, % at 6.7 µM; hit rate 0.43% among 360,000; AID 624416; in the data active = inhibition above about 8.5%
ASAP1 inh: inhibitors of human ASAP1 ArfGAP activity. inhibition, % at 16.5 µM. ASAP1-stimulated ARF1 GTP hydrolysis, GDP FP detection. hit rate 0.19% among 360,000; in the data active = inhibition above about 25%;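 note: 0% = vehicle with enzyme and substrate and 100% = no enzyme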
rCAG binder: molecules binding r(CAG) RNA repeats. inhibition, % at 3 µM. r(CAG) RNA repeat, TO-PRO-1 dye displacement fluorescence. hit rate 1.3% among 370,000;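 active = inhibition above the plate cutoff, the mean of all test compounds on that plate plus 3 SD, cut at about 35% in these data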;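 note: 0% = DMSO alone and 100% = 100 µM mitoxantrone as full dye displacement; higher means more dye released from RNA so lower well fluorescence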
NR1D1 modulator: modulates human Rev-erb alpha binding to DNA. hit rate 0.79% among 370,000. Rev-erbα–FITC-DNA binding, fluorescence polarization, 90 min. activity, % at 10 µM. P20393;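 active = activity above about 14%, limit read from the data; passing the limit was not always enough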;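 note: 0% = DMSO wells with 35 nM protein and 100% = DMSO wells with 750 nM protein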
Target sequence (P20393 whole entry, looked up): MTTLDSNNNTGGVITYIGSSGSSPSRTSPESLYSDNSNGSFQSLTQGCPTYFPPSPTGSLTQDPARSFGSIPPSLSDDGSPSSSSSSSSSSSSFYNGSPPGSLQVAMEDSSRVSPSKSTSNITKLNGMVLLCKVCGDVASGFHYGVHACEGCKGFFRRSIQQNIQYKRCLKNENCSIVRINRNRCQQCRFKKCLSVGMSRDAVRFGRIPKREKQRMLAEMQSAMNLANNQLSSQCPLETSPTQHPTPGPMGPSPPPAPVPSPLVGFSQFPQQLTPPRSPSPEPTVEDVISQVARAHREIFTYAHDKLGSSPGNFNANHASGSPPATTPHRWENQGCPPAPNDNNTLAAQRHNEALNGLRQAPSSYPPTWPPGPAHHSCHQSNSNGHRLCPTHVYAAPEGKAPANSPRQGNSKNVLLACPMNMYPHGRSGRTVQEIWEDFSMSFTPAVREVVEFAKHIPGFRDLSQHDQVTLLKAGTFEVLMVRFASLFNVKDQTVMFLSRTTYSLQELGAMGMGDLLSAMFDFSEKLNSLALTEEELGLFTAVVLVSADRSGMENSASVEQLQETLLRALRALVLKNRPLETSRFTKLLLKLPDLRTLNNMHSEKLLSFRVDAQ
NPR2 activator: GC-B (human) receptor activation; P20594; HEK293-GC-B cells, CNP EC30, cGMP TR-FRET; 0% at EC30 CNP, 100% saturating CNP; activation, % at 10 µM; hit rate 0.11% among 370,000;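 active = activation at 10 µM reaching about 35% in either raw or pattern-adjusted values, limit read from the data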
ABHD4 inh: inhibitors of mouse ABHD4; Q8VD66; purified mABHD4, FP-Rh probe fluorescence polarization; inhibition, % at 8.92 µM; hit rate 0.54% among 370,000; AID 720543;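 active = inhibition exceeding the mean over every tested compound plus 3 SD, cut at about 30% in these data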;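 note: 0% = plate median of compound wells and 100% = S159A mutant with DMSO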
Target sequence (Q8VD66 whole entry, looked up): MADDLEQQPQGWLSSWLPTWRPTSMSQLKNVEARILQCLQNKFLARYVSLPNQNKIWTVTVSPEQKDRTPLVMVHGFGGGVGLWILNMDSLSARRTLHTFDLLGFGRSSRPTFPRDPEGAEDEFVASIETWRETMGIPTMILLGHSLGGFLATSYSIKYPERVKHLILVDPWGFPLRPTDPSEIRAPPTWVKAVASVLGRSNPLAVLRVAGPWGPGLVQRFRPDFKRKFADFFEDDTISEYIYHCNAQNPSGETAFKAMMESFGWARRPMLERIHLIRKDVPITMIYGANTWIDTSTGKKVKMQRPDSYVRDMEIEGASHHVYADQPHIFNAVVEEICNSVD
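Assay system: Wild-type mouse ABHD4 protein | Medium: HEPES pH 7.0 buffer, 150 mM NaCl, 0.01% Pluronic F-127 | Incubation: Enzyme–compound pre-incubation 45 min, then probe 60 min, both 25 °C | Technique: Fluorescence polarization with parallel and perpendicular emission, 525/598 nm | Evaluation: % inhibition of FP-Rh probe binding versus controls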
GC-A act: GC-A (human) enzyme activation. P16066. HEK293 GC-A cells, cGMP TR-FRET, EC30 ANP; 0% at EC30 ANP, 100% saturating ANP. activation, % at 10 µM. hit rate 0.14% among 370,000. AID 1671463; in the data active = activation above about 40%
Active calls of the source: *; . = no result given.

Assay codes: A = ARFGAP1 inhibitor; B = SMARCA2 activ; C = HTRA1 inh; D = PG9 binder; E = ASAP1 inh; F = rCAG binder; G = NR1D1 modulator; H = NPR2 activator; I = ABHD4 inh; J = GC-A act
> O=C(NCCc1ccccc1)C1CCCN1S(=O)(=O)c1cccc2nsnc12 (configuration not stated)
  A: 6 | B: -3 | C: 1 | D: 0.2 | E: -4 | F: -3 | G: -3 | H: -4 | I: 3 | J: 3

> CCOC(=O)c1cccc(-c2cc(C(C)=O)c3n(c2=O)CCC3)c1
  A: . | B: -2 | C: . | D: . | E: . | F: -1 | G: 4 | H: 0 | I: 0 | J: -2

> COc1cc(NC(=O)C2C3C=CC(C3)C2C(=O)O)ccc1NC(=O)c1ccccc1 (configuration not stated)
  A: 14 | B: -1 | C: 3 | D: -2.5 | E: -6 | F: 0 | G: -3 | H: 1 | I: -1 | J: 4

> O=C(NCc1ccccc1F)C1CCCN(c2cnccn2)C1 (configuration not stated)
  A: 8 | B: -1 | C: 4 | D: 0.1 | E: -1 | F: -4 | G: -3 | H: 0 | I: -4 | J: 1

> COc1cccc(-c2nc(C(N)=O)c3[nH]c(=O)n(-c4cccc(Cl)c4)c3n2)c1OC
  A: 1 | B: -2 | C: -2 | D: 0.0 | E: -7 | F: 3 | G: 2 | H: 0 | I: 5 | J: 1

> Cc1ccsc1-c1cc2nc(NCCOc3ccccc3Cl)n(C)c(=O)c2s1
  A: 4 | B: -5 | C: . | D: -1.1 | E: 9 | F: 9 | G: -6 | H: -7 | I: -21 | J: -1

> COc1ccc(/C=C/C(=O)Nc2cc(=O)n(C)c(=O)n2C)cc1
  A: 1 | B: 1 | C: -7 | D: 2.2 | E: 2 | F: 1 | G: 0 | H: -1 | I: -1 | J: 1

> CS(=O)(=O)c1ccc(-c2cccc(NC(=O)COc3ccccc3)c2)nn1
  A: -6 | B: 0 | C: 0 | D: -0.1 | E: 2 | F: 1 | G: 1 | H: 3 | I: 3 | J: -5

> CCCS(=O)(=O)NC(=O)C1(C)CCN(C(=O)c2ccc(OC)cc2OC)C1 (configuration not stated)
  A: 3 | B: -3 | C: . | D: -1.0 | E: -9 | F: 0 | G: 3 | H: 2 | I: 10 | J: 2

> COc1cc(C2NC(=O)NC(c3ccccc3)=C2C(C)=O)ccc1OCC#N (configuration not stated)
  A: 1 | B: 3 | C: -2 | D: -1.3 | E: 2 | F: 5 | G: -4 | H: 1 | I: -1 | J: 3

> CCN1C(=O)/C(=c2\o/c(=C3\C=Cc4ccccc4N3CC)c(=O)n2CC)SC1=S
  A: 5 | B: 4 | C: 9 | D: -2.5 | E: 2 | F: 0 | G: 5 | H: 9 | I: -4 | J: 7

> CC(Oc1ccc(NC(=O)c2ccco2)cc1)C(=O)N1c2ccccc2CC1C (configuration not stated)
  A: -2 | B: -4 | C: -8 | D: -0.9 | E: -1 | F: 1 | G: 1 | H: 6 | I: -4 | J: -2

> CC(C)(C)c1ccc(-n2nc(C(N)=O)c(O)cc2=O)cc1
  A: -1 | B: 2 | C: -2 | D: -0.2 | E: -2 | F: 6 | G: 2 | H: -1 | I: 7 | J: 0

> CCOc1cc(-c2c(C#N)c(N)nc3c2CCCC3C)ccc1O (configuration not stated)
  A: -1 | B: -1 | C: -5 | D: -0.1 | E: 10 | F: -3 | G: -12 | H: 9 | I: -16 | J: -4

> CC(=O)Nc1cccc(NC(=O)c2ccc(Br)cc2)c1
  A: 2 | B: 1 | C: -5 | D: -2.1 | E: 1 | F: 5 | G: 0 | H: -8 | I: -12 | J: 13

> Cc1c(C(=O)N(C)C)sc(NC(=O)c2cccc([N+](=O)[O-])c2)c1C#N
  A: -2 | B: 1 | C: 4 | D: -0.5 | E: 15 | F: 4 | G: 1 | H: 5 | I: 8 | J: 0

> CC1(C(=O)N2CC3(CC(c4ccccc4)=NO3)C[C@H]2C(=O)NCC(N)=O)CC1 (some centres not stated)
  A: -15 | B: 0 | C: 8 | D: -0.1 | E: -3 | F: 1 | G: 2 | H: 7 | I: 5 | J: 5

> CCOC(=O)c1nc(Nc2ccc(C)cc2)c2ccccc2n1
  A: -3 | B: 1 | C: -15 | D: 0.4 | E: 14 | F: 3 | G: -3 | H: -18 | I: -14 | J: -19

> O=C/C(=C\Nc1ccc(C(=O)N2CCOCC2)cc1)c1nc2ccccc2o1
  A: -7 | B: 1 | C: 2 | D: -2.1 | E: 0 | F: 2 | G: 9 | H: 3 | I: -4 | J: -2

> CCN(CC)C(=O)c1ccc(S(=O)(=O)N2CCC(c3nc4ccccc4s3)CC2)cc1
  A: -7 | B: -4 | C: -1 | D: 0.0 | E: -5 | F: -2 | G: 0 | H: 0 | I: 2 | J: 3

> CSc1ncc(C(=O)Nc2ccc(C(C)=O)cc2)c(C)n1
  A: 10 | B: -2 | C: -14 | D: 0.0 | E: -5 | F: 11 | G: -2 | H: 3 | I: -11 | J: 0

> CN(CCOc1ccc(Cl)cc1)C(=O)c1ccc(S(=O)(=O)N2CCOCC2)cc1
  A: -1 | B: 0 | C: 0 | D: -1.7 | E: 10 | F: -7 | G: -6 | H: 3 | I: -7 | J: 1

> Cc1ccccc1NC(=O)C1CCN(S(=O)(=O)c2cccs2)CC1
  A: 3 | B: -4 | C: 1 | D: 0.0 | E: -8 | F: -1 | G: -4 | H: -1 | I: -1 | J: 0

> CCOC(=O)Cn1nc(NC(=O)COc2ccc(F)cc2)cc1C
  A: 9 | B: 0 | C: -3 | D: -1.2 | E: -8 | F: -3 | G: -3 | H: 6 | I: 3 | J: 6

> COC(=O)c1cc(S(=O)(=O)NCc2ccc3c(c2)OCO3)c[nH]1
  A: -11 | B: -3 | C: 2 | D: 1.7 | E: -2 | F: 3 | G: -1 | H: 4 | I: 5 | J: 0

> Cc1ccc(NC(=O)CS(=O)(=O)c2cn(CC(=O)N3CCOCC3)c3ccccc23)cc1
  A: 15 | B: -1 | C: 1 | D: -0.8 | E: -2 | F: 4 | G: -2 | H: -3 | I: 0 | J: 5

> O=C(NCCc1c[nH]c2ccccc12)C(=O)c1c[nH]c2ccccc12
  A: 15 | B: 1 | C: -19 | D: 1.9 | E: -6 | F: 11 | G: 6 | H: -1 | I: -8 | J: 2

> CC(C)C[C@@H]1COc2cccc(N3CCSCC3)c2S(=O)(=O)N1C
  A: . | B: -1 | C: . | D: . | E: . | F: 1 | G: 1 | H: -1 | I: 0 | J: 1

> COc1ccc(S(=O)(=O)Nc2ccc3c(c2)n(C)c(=O)n3C)cc1F
  A: 0 | B: -2 | C: 11 | D: -0.2 | E: -2 | F: 3 | G: 7 | H: -7 | I: -3 | J: -3

> COc1cc(OC)cc(C(=O)NC2CCSC2=O)c1 (configuration not stated)
  A: 4 | B: -3 | C: 2 | D: 15* | E: 1 | F: 1 | G: -2 | H: -1 | I: 3 | J: 3

> CCCCOCCCNC(=O)c1cccc(OC)c1
  A: 12 | B: -1 | C: 1 | D: 0.4 | E: -8 | F: -2 | G: 1 | H: 0 | I: -1 | J: 0

> CCOC(=O)C(NC(=O)c1cccc(Cl)c1)(OCc1ccccc1)C(F)(F)F (configuration not stated)
  A: 6 | B: -2 | C: -25 | D: -1.9 | E: 9 | F: -4 | G: 6 | H: -10 | I: -3 | J: -12

> CCOC(=O)c1nn(-c2cccc(C)c2)cc1C(=O)c1ccccc1
  A: -2 | B: 3 | C: -49 | D: -0.6 | E: -4 | F: 6 | G: -1 | H: -9 | I: -3 | J: 5

> CCN(Cc1cc(OC)c(OC)c(OC)c1)C(=S)Nc1cccc(SC)c1
  A: -2 | B: 0 | C: 3 | D: -0.5 | E: -8 | F: 0 | G: -2 | H: -3 | I: 3 | J: -1

> Cc1nc(C)n(CC(=O)N2CCCC(C(=O)c3ccc(C(F)(F)F)cc3)C2)n1 (configuration not stated)
  A: -16 | B: 1 | C: -2 | D: -3.1 | E: 9 | F: -2 | G: -2 | H: -5 | I: 6 | J: 1

> O=C1CCCc2c1nc(-c1cccc(Cl)c1)n2O
  A: -15 | B: -1 | C: -14 | D: -1.0 | E: 3 | F: 6 | G: 2 | H: 5 | I: -4 | J: 2

> O=C(Nc1ccccc1)c1cc([N+](=O)[O-])ccc1NCc1cccnc1
  A: 1 | B: 1 | C: -36 | D: -2.1 | E: 9 | F: -1 | G: 3 | H: 2 | I: -8 | J: 4

> CCOc1ccc(C(F)(F)F)cc1NC(=O)COc1ccc(C(F)(F)F)cc1[N+](=O)[O-]
  A: -6 | B: -3 | C: 9 | D: -1.3 | E: 3 | F: 2 | G: 3 | H: 5 | I: -1 | J: 1

> CCC(=O)Nc1c2c(nn1-c1ccccc1C)CSC2
  A: -5 | B: 1 | C: 1 | D: -1.2 | E: 9 | F: 1 | G: 0 | H: 1 | I: 2 | J: -1

> COc1ccc(CCNC(=O)C2CCN(S(=O)(=O)c3ccc(OC)cc3)CC2)cc1
  A: 0 | B: 3 | C: -4 | D: -1.0 | E: 2 | F: -4 | G: -4 | H: -1 | I: -5 | J: 1

> COc1ccc(C(CNC(=O)c2cc3ccccc3cc2OC)N2CCCC2)cc1 (configuration not stated)
  A: 3 | B: 0 | C: -38 | D: 0.3 | E: 10 | F: -4 | G: -1 | H: -20 | I: -4 | J: -17

> O=S(=O)(Nc1ccc(-n2cnnn2)cc1)c1cccc(Cl)c1
  A: 11 | B: -1 | C: 0 | D: 0.6 | E: -7 | F: 3 | G: -2 | H: -2 | I: -1 | J: 2

> Cc1cc(C)n(Cc2ccc(F)cc2)c(=O)c1C#N
  A: . | B: . | C: 5 | D: . | E: . | F: . | G: 4 | H: -3 | I: . | J: -1

> CCn1c2ccccc2c2cc(NC(=S)N3CCOCC3)ccc21
  A: 14 | B: 1 | C: 0 | D: -2.5 | E: -2 | F: 10 | G: 0 | H: -14 | I: 7 | J: -8

> Cc1nnc(SCC(=O)Nc2cc(-c3cc(C)c(C)cc3C)nn2-c2ccccc2)s1
  A: 5 | B: -2 | C: -51 | D: -3.0 | E: -10 | F: 6 | G: 4 | H: -4 | I: -31 | J: -3

> c1ccc2c(c1)nc1n2CCN1
  A: -7 | B: 0 | C: 1 | D: -0.8 | E: 3 | F: 2 | G: 2 | H: 1 | I: -3 | J: 4

> N/C(=N\c1nc2ccccc2o1)NC(=O)c1ccc([N+](=O)[O-])cc1
  A: 12 | B: -2 | C: . | D: 1.5 | E: 2 | F: -2 | G: -4 | H: 1 | I: -2 | J: -5

Some entries already given, reduced to rCAG binder and NR1D1 modulator:
mol	rCAG binder	NR1D1 modulator
O=C1CCCc2c1nc(-c1cccc(Cl)c1)n2O	6	2
O=C(Nc1ccccc1)c1cc([N+](=O)[O-])ccc1NCc1cccnc1	-1	3
CCOc1ccc(C(F)(F)F)cc1NC(=O)COc1ccc(C(F)(F)F)cc1[N+](=O)[O-]	2	3
